NTMT1 inhibitor: blocks human N-terminal methyltransferase 1 activity; NTMT1 MTase-Glo SAH luminescence, purified enzyme; AID 1645870; 2.5% of 59,000 active; Potency, µM (series often up to 114 µM), inactives show at the highest dose activity change, negative = inhibition, actives largely listed as inhibitors; Q9BV86;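 further: plate controls were DMSO vehicle for no effect and no enzyme for full effect; nearly all actives have a fitted effect of over 65% in size; many of its hits are not listed in these tables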
Target sequence (Q9BV86 whole entry, looked up): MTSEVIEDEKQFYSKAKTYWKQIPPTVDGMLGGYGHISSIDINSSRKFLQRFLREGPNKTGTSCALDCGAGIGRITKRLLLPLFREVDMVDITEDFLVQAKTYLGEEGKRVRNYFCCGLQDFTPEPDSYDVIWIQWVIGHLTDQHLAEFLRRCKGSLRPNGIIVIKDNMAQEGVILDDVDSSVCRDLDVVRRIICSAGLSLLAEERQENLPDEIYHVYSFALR
FH mod: Identification of activators of human fumarate hydratase by quantitative high-throughput screening; FH coupled MDH/diaphorase resazurin fluorescence, 15 min; AID 1347055, 2019; Fumarate hydratase, mitochondrial (Homo sapiens), P07954; 0.22% of 54,000 active; Potency, µM (highest dose often 79.9 µM), inactives show at the top dose activity change, negative = inhibition, most hits filed as inhibitors; further: the screen sought activators but most active calls are inhibition curves; nearly all actives have a fitted effect of over 45% in size
Target sequence (P07954 whole entry, looked up): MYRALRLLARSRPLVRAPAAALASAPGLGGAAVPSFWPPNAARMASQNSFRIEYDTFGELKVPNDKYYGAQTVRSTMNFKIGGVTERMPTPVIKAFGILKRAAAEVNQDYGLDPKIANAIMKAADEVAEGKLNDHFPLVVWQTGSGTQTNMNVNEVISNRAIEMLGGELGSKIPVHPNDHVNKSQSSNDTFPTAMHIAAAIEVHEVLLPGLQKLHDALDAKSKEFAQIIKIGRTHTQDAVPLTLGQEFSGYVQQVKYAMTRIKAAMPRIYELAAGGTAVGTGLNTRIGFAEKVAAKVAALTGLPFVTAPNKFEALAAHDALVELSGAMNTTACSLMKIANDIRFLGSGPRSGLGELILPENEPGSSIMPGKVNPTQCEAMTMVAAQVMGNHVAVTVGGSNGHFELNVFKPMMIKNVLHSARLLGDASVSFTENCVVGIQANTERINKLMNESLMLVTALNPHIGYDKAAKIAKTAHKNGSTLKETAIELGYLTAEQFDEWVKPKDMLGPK
Starred values were filed as active, the others as inactive; ? = inconclusive; & = joins results of further samples; ! = a repeat was not active; [ ] = dose if it differs, or a comment. The call rests on the fitted dose curve; in most records, active means well fitted curve in the direction sought with a large enough effect; inconclusive means small, poorly fitted or top-dose-only effect, or another doubt; inactive means no such curve, though single readings can be large; an effect the other way counts as inactive or inconclusive. Unless noted, on the % scale 0 is the no-effect control and ±100 the full control effect; potency means the concentration at half of the fitted maximal effect.

Sample of the layout (5 entries):
SMILES | NTMT1 inhibitor | FH mod
CO[C@@H]1[C@H](O)[C@@H](O[C@@H]2C[C@H]3CC[C@@H]4C(CC[C@]5(C)[C@@H](C6=CC(=O)OC6)CC[C@]45O)[C@@]3(C)[C@H](O)C2)O[C@H](C)[C@@H]1O[C@@H]1O[C@H](CO)[C@@H](O)[C@H](O)[C@H]1O (stereo not given in full) | -13%[12.6 µM] | 3%[20.6 µM]
N[C@@H](Cc1ccc(Oc2cc(I)c(O)c(I)c2)c(I)c1)C(=O)O | ? | -12%[53.3 µM]
CNC(=O)c1ccc(N2C(=S)N(c3ccc(C#N)c(C(F)(F)F)c3)C(=O)C23CCC3)cc1F | 7% | 0%
O=c1[nH]c2cc(Cl)ccc2n1C1CCNCC1 | -4%[57.5 µM] | -1%[53.3 µM]
Cc1nnc2n1-c1sc(CCC(=O)N3CCOCC3)cc1C(c1ccccc1Cl)=NC2 | 11%[57.5 µM] | 7%[53.3 µM]

Main list (from the top)
SMILES | NTMT1 inhibitor | FH mod
CO[C@@H]1[C@H](O)[C@@H](O[C@@H]2C[C@H]3CC[C@@H]4C(CC[C@]5(C)[C@@H](C6=CC(=O)OC6)CC[C@]45O)[C@@]3(C)[C@H](O)C2)O[C@H](C)[C@@H]1O[C@@H]1O[C@H](CO)[C@@H](O)[C@H](O)[C@H]1O (stereo not given in full) | -13%[12.6 µM] | 3%[20.6 µM]
N[C@@H](Cc1ccc(Oc2cc(I)c(O)c(I)c2)c(I)c1)C(=O)O | ? | -12%[53.3 µM]
CNC(=O)c1ccc(N2C(=S)N(c3ccc(C#N)c(C(F)(F)F)c3)C(=O)C23CCC3)cc1F | 7% | 0%
O=c1[nH]c2cc(Cl)ccc2n1C1CCNCC1 | -4%[57.5 µM] | -1%[53.3 µM]
Cc1nnc2n1-c1sc(CCC(=O)N3CCOCC3)cc1C(c1ccccc1Cl)=NC2 | 11%[57.5 µM] | 7%[53.3 µM]
C=CC[C@]1(O)CC[C@H]2[C@@H]3CCC4=CC(=O)CCC4=C3C=C[C@@]21C | 22µM* | -8%[53.3 µM]
Cc1cc(O)ccc1Cl | 24%[57.5 µM] | -6%[53.3 µM]
CC(O)CN1CCN(CC(=O)[O-])CCN(CC(=O)[O-])CCN(CC(=O)[O-])CC1.[Gd+3] (stereo not given) | 24%[57.5 µM] | -1%[53.3 µM]
C[C@]12CC[C@H]3[C@@H](CCC4=CC(=O)CC[C@@]43C)[C@@H]1CC[C@@H]2C(=O)O | 4%[57.5 µM] | 0%[53.3 µM]
C[C@]12COC(=O)C[C@@H]1CC[C@@H]1[C@H]2CC[C@@]2(C)[C@H]1CC[C@]2(C)O | -5%[57.5 µM] | 1%[53.3 µM]
O=C(NCCCNc1nc(Nc2ccc(N3CCOCC3)cc2)ncc1C1CC1)C1CCC1 | -28% | 0%
COc1ccc2c3c([nH]c2c1)C(C=C(C)C)N1C(=O)C2CCCN2C(=O)C1C3 (stereo not given) | 3%[29.8 µM] | 5%[53.3 µM]
Oc1cc(Cl)ccc1Oc1ccc(Cl)cc1Cl | ? | ?
CC[C@@H](C)[C@H]1C(=O)O[C@H](C(C)C)C(=O)N(C)[C@@H](C(C)C)C(=O)O[C@H](C(C)C)C(=O)N(C)[C@@H](C(C)C)C(=O)O[C@H](C(C)C)C(=O)N1C | -2%[12.6 µM] | -1%[20.6 µM]
ClC1=C(Cl)[C@]2(Cl)[C@@H]3[C@@H]4C[C@@H]([C@H]5O[C@@H]45)[C@@H]3[C@@]1(Cl)C2(Cl)Cl | 32%[activator] | -6%
O=c1oc2ccccc2c(O)c1C(CC(O)c1ccc(-c2ccc(Br)cc2)cc1)c1ccccc1 (stereo not given) | 89µM* | ?
CN(Cc1cccc(-c2ccncc2)c1)C(=O)Oc1ccc(-c2ccc(C(N)=O)cc2)cc1 | 2%[57.5 µM] | 5%
Clc1ccc(CO/N=C(\Cn2ccnc2)c2ccc(Cl)cc2Cl)c(Cl)c1 | 20% | -1%[53.3 µM]
Clc1ccc(OCC2=NCCN2)cc1Cl | 0%[57.5 µM] | 4%
c1ccc2c(c1)Nc1ccccc1S2 | 0%[57.5 µM] | ?
CC[C@H](C)[C@H](NC(=O)[C@H]1CCCCN1C)C(=O)N(COC(=O)CC(C)C)[C@H](C[C@@H](OC(C)=O)c1nc(C(=O)N[C@@H](Cc2ccc(O)cc2)C[C@H](C)C(=O)O)cs1)C(C)C | 2%[1.07 µM] | 6%[1.9 µM]
CO[C@@H]1C[C@H](O[C@H]2CC[C@@]3(C)C(CCC4C3CC[C@]3(C)[C@@H](C5=CC(=O)OC5)[C@@H](OC(C)=O)CC43O)C2)O[C@H](C)[C@@H]1O[C@H]1O[C@H](CO[C@@H]2O[C@H](CO)[C@@H](O)[C@H](O)[C@H]2O)[C@@H](O)[C@H](O)[C@H]1O (stereo not given in full) | 9%[12.6 µM] | 3%[20.6 µM]
CNC(C)(C)Cc1ccccc1 | 5%[57.5 µM] | 2%[53.3 µM]
CC(=O)OC1CC(O)C2(C)C(CC(OC(C)=O)C3(C)C2CCC2(C)C(c4ccoc4)C(=O)C4OC423)C1(C)C (stereo not given) | 4%[29.8 µM] | -2%[53.3 µM]
CCc1c(C(=O)C(N)=O)c2c(OCC(=O)O)cccc2n1Cc1ccccc1 | 2%&-18%[57.5 µM] | 2%
Nc1ccncc1 | 41%[activator][57.5 µM] | -4%&0%[53.3 µM]
COC1=CC(=O)O[C@@H](/C=C/c2ccccc2)C1 | 13%[57.5 µM] | 4%
O=S(=O)(c1ccc(Cl)cc1)c1ccc(Cl)cc1 | 37%[activator] | -8%
OCCCCC#Cc1cncc(OC[C@@H]2CCN2)c1 | -6%[57.5 µM] | 14%
CC(N[C@H]1C[C@H]1c1ccccc1)c1ccc2c(c1)OCCO2 (stereo not given in full) | ? | 3%
CC(C)NCC(O)c1ccccc1Cl (stereo not given) | 30%[57.5 µM] | -7%[53.3 µM]
CC1(C)CC/C(=C/c2ccc(Cl)cc2)C1(O)Cn1cncn1 (stereo not given) | 40%[activator] | -10%
CC(=O)NCCCOc1ccc(C(=O)N2CCC(N3C(=O)CCc4ccccc43)CC2)cc1 | 2%[57.5 µM] | 3%
O=C(O)c1ccc(=O)[nH]c1 | -27%[57.5 µM] | 6%[53.3 µM]
CC(C)[C@]12O[C@H]1[C@@H]1O[C@]13[C@]1(O[C@H]1C[C@H]1C4=C(CC[C@@]13C)C(=O)OC4)[C@@H]2O | 5% | 7%
COC(=O)c1cncn1C(C)c1ccccc1 (stereo not given) | -29%[57.5 µM] | 6%[53.3 µM]
CCCCCn1cc(C(=O)c2cccc3ccccc23)c2ccccc21 | 1%[57.5 µM] | -3%
Oc1ccc2c3c1O[C@H]1[C@@H](O)C=C[C@H]4[C@@H](C2)NCC[C@@]341 | ? | 0%
CC(=O)O[C@H]1CC[C@H]2[C@@H]3CC[C@H]4CC(=O)C=C(C)[C@]4(C)[C@H]3CC[C@]12C | 10%[57.5 µM] | -15%
Cc1[nH]nc2ccc(-c3cncc(OC[C@@H](N)Cc4c[nH]c5ccccc45)c3)cc12 | 40µM*! | 2%

Shown with each value named: 2 of the compounds above
CC1(C)CC/C(=C/c2ccc(Cl)cc2)C1(O)Cn1cncn1 (stereo not given)
  NTMT1 inhibitor = 40%[activator] | FH mod = -10%

CC(=O)NCCCOc1ccc(C(=O)N2CCC(N3C(=O)CCc4ccccc43)CC2)cc1
  NTMT1 inhibitor = 2%[57.5 µM] | FH mod = 3%

Reprinted at random: two records from the list.
SMILES | NTMT1 inhibitor | FH mod
CC(=O)NCCCOc1ccc(C(=O)N2CCC(N3C(=O)CCc4ccccc43)CC2)cc1 | 2%[57.5 µM] | 3%
CO[C@@H]1C[C@H](O[C@H]2CC[C@@]3(C)C(CCC4C3CC[C@]3(C)[C@@H](C5=CC(=O)OC5)[C@@H](OC(C)=O)CC43O)C2)O[C@H](C)[C@@H]1O[C@H]1O[C@H](CO[C@@H]2O[C@H](CO)[C@@H](O)[C@H](O)[C@H]2O)[C@@H](O)[C@H](O)[C@H]1O (stereo not given in full) | 9%[12.6 µM] | 3%[20.6 µM]

The list goes on:
SMILES | NTMT1 inhibitor | FH mod
C=C1[C@@H](C)[C@H]2[C@H](Cc3ccccc3)NC(=O)[C@]23[C@H](OC(C)=O)/C=C/[C@](C)(O)C(=O)[C@@H](C)C/C=C/[C@H]3[C@@H]1O | 4%[57.5 µM] | 3%
C=C[C@@H]1CN2CCC1C[C@H]2[C@H](O)c1ccnc2ccccc12 (stereo not given in full) | 0%[57.5 µM] | 0%[53.3 µM]
C[C@H]1O[C@@H](n2cnc3c(N)ncnc32)C[C@@H]1O | -1%[57.5 µM] | -5%
CCC(=O)O[C@@H]1C=C2CCC3C(CCC4(C)C3CC[C@@H]4OC(=O)CC)C2CC1 (stereo not given in full) | 18%[57.5 µM] | -11%[53.3 µM]
CN(C)CCc1c[nH]c2cccc(OP(=O)(O)O)c12 | -12% | 5%
COC1CC(O[C@H]2CC[C@@]3(C)C(CCC4C3CC[C@]3(C)[C@@H](C5=CC(=O)OC5)CC[C@]43O)C2)OC(C)C1O (stereo not given in full) | 18%[29.8 µM] | 0%[53.3 µM]
O=c1[nH]c2ccccc2n1C1CCNCC1 | ? | 7%[53.3 µM]
CN1CCN(C(=O)O[C@H]2c3nccnc3C(=O)N2c2ccc(Cl)cn2)CC1 | -19%&37%[57.5 µM] | 2%&-18%[53.3 µM]
CN1CCN(c2ccc([N+](=O)[O-])c3no[n+]([O-])c23)CC1 | 10%&26%[57.5 µM] | 2%
c1cc2c(cc1C1OC[C@@H]3C(c4ccc5c(c4)OCO5)OC[C@H]13)OCO2 (stereo not given in full) | -27% | -11%
C[C@]12CC[C@H](O[C@@H]3O[C@H](CO)[C@@H](O)[C@H](O)[C@H]3O[C@@H]3O[C@H](CO)[C@@H](O)[C@H](O)[C@H]3O)CC1=CC[C@@H]1[C@@H]2CC[C@]2(C)[C@@H](C3=CC(=O)OC3)CC[C@]12O | -7%[12.6 µM] | 4%[20.6 µM]
CC1(N2CCC(n3c([C@@H]4CCCNC4)nc4ccccc43)CC2)CCCCCCC1 | -27% | 5%
CN1C(=O)[C@@H](Cc2c[nH]c3ccccc23)N=C(c2ccccc2F)c2ccccc21 | -7%[57.5 µM] | ?
Cc1ccc([N+](=O)[O-])[c]2c1[O][Hg]2 | 0.89µM* | ?
COP(=O)(OC)C(O)C(Cl)(Cl)Cl (stereo not given) | 8%[57.5 µM] | 4%[53.3 µM]
CCC(C)/C=C(C)/C=C/C1=CC2=C(Cl)C(=O)C(C)(OC(C)=O)C(=O)C2=CO1 (stereo not given) | ? | -1%[53.3 µM]
O=C(O)CCCc1ccc(N(CCCl)CCCl)cc1 | ? | -5%&-11%[53.3 µM]
C[C@H]1C(=O)O[C@H]2[C@H](O)[C@]34C5OC(=O)[C@]3(O[C@@H]3OC(=O)[C@H](O)C34[C@H](C(C)(C)C)[C@H]5O)C12O (stereo not given in full) | 10%[29.8 µM] | 9%[53.3 µM]
COc1ccc(C(=O)c2c(C)n(CCN3CCOCC3)c3ccccc23)cc1 | -11%&19%[57.5 µM] | -7%&10%[53.3 µM]
CCCCCCC1C(=O)O[C@H](C)[C@H](NC(=O)c2cccc(NC=O)c2O)C(=O)O[C@@H](C)[C@@H]1OC(=O)CC(C)C (stereo not given in full) | 5%[57.5 µM] | -18%

Full records, looked up by structure:
O=c1[nH]c2ccccc2n1C1CCNCC1 reads NTMT1 inhibitor = ?; FH mod = 7%[53.3 µM]
C=C1[C@@H](C)[C@H]2[C@H](Cc3ccccc3)NC(=O)[C@]23[C@H](OC(C)=O)/C=C/[C@](C)(O)C(=O)[C@@H](C)C/C=C/[C@H]3[C@@H]1O reads NTMT1 inhibitor = 4%[57.5 µM]; FH mod = 3%
COP(=O)(OC)C(O)C(Cl)(Cl)Cl (stereo not given) reads NTMT1 inhibitor = 8%[57.5 µM]; FH mod = 4%[53.3 µM]

Other records follow.
SMILES | NTMT1 inhibitor | FH mod
S=C(SSC(=S)N1CCCCC1)N1CCCCC1 | ? | 1%[53.3 µM]
CN1C(=O)N(c2ccc(C#N)c(C(F)(F)F)c2)C(=O)[C@]1(CO)c1ccccc1 | -5%[57.5 µM] | -2%
CC(=O)Nc1cc([As](=O)(O)O)ccc1O | 25%[57.5 µM] | 0%[53.3 µM]
COc1cc(OC)c(OC)cc1C=O | -9%[57.5 µM] | 4%[53.3 µM]
Cc1sc2c(c1C)C(c1ccc(Cl)cc1)=N[C@@H](CC(=O)OC(C)(C)C)c1nnc(C)n1-2 | 19%[12.6 µM] | -7%[53.3 µM]
CNCC(=O)c1ccc(O)c(O)c1 | ? | 7%[53.3 µM]
C[C@]12CC[C@H]3[C@@H](CCC4=C/C(=N/OCC(=O)O)CC[C@@]43C)[C@@H]1CC[C@@H]2O | 3%[57.5 µM] | 3%
C[C@]12CC[C@H]3[C@@H](CCC4=CC(=O)CC[C@@H]43)[C@@H]1CC[C@@H]2OC(=O)CCC1CCCCC1 | 20%[57.5 µM] | -14%[53.3 µM]
C[C@H]1CN(Cc2ccc(CC(=O)N3CCC(Nc4cccc(F)c4)CC3)cc2)CCN1 | -3%[57.5 µM] | -3%
COc1cc(N2CCN(C)CC2)ccc1N | -7%[57.5 µM] | 0%
O=C(O)c1cc(Oc2ccc(C(F)(F)F)cc2Cl)ccc1[N+](=O)[O-] | 9%[57.5 µM] | -1%[53.3 µM]
COP(=S)(OC)Oc1ccc(SC)c(C)c1 | -5%[57.5 µM] | -3%[53.3 µM]
CCCN(CCC)CCc1c[nH]c2ccccc12 | -9% | -5%
CC(C)c1cccc(C(C)C)c1O | 18%[57.5 µM] | -19%&-18%&-7%[53.3 µM]

Screening results as filed in PubChem BioAssay.

Only part of the results is shown; count on the stated rates, not on these rows.
